Bioassay records from PubChem BioAssay.
Mcl1-Bid inh: disrupts binding of human Mcl-1 to Bid peptide; AID 1021; inhibition, % at 21.7 µM; Q07820; TR-FRET Mcl-1/Bid-Dy647 peptide binding, 1536-well; 0.97% of 220,000 active;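 active = compounds that cut the binding signal by more than half at the single screening dose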;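 note: His-tagged Mcl-1 with europium anti-His antibody binding Bid BH3 peptide; 0% = Mcl-1 plus peptide wells and 100% = peptide-only wells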
Target sequence (Q07820 whole entry, looked up): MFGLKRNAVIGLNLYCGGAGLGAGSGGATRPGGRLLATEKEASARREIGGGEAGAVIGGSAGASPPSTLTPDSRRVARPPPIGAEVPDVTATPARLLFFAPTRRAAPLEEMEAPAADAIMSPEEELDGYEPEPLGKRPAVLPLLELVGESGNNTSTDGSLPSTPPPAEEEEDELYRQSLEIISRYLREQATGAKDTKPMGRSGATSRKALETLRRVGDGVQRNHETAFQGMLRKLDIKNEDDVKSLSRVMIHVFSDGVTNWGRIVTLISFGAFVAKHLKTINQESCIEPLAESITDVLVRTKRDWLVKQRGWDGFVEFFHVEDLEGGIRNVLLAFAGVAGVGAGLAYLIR
Rab2 wt GTP: changes GTP binding to wildtype dog Rab2A, up or down; P61105; GST-Rab2 wt beads, Bodipy-GTP binding, flow cytometry; GTP binding activity, % at 10 µM; 0.19% of 190,000 active; AID 760;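 active = GTP binding activity at least 20 points away from 100%, either lowered or raised; inconclusive = signal likely due to the compound's own green fluorescence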;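 note: 0% = beads with excess unlabeled GTP and 100% = no-compound control corrected for plate trend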
Rac1 wt GTP bind: modulators of human Rac1 wildtype GTP binding; GST-Rac1 beads, fluorescent GTP binding, flow cytometry; actives lie on both sides; 0 = cold GTP competed, 100 = untreated; GTP binding activity (% of control), % at 10 µM; 0.27% of 190,000 active;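 active = GTP binding activity at least 20 points away from the 100% control level, either lower or higher; inconclusive = compound flagged as likely green fluorescent, judged across all proteins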
Rac1 act GTP bind: alters GTP binding to activated mutant human Rac1. P63000. GST-Rac1 activated beads, fluorescent GTP binding, flow cytometry; actives lie on both sides; 100% means binding = to untreated wells. percent activity (GTP binding), % at 10 µM. 0.11% of 190,000 active. AID 764;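 active = GTP binding at least 20 percentage points away from the 100% baseline, in either direction, so actives lie on both sides; inconclusive = Compound likely fluorescent itself, or too few beads counted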
HRas wt GTP bind: modulators of GTP binding to human HRas wildtype; P01112; GST-Ras wt beads, Bodipy-FL-GTP binding, flow cytometry; actives lie on both sides; GTP binding activity, % at 10 µM; 0.14% of 190,000 active; AID 759;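 active = GTP binding activity at least 20% away from the 100% baseline, either lowered as inhibitor or raised as activator; inconclusive = flagged as likely green fluorescent, judged across all proteins in the well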;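 note: 0% = unlabeled GTP competition control and 100% = no-compound control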
Target sequence (P01112 whole entry, looked up): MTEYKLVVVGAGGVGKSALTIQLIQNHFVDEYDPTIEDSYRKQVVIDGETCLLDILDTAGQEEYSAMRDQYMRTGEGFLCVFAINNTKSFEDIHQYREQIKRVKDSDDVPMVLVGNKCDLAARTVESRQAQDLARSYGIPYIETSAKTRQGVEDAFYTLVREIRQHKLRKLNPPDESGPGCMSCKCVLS
RGS8-Gao: regulators of human RGS8-Galphao interaction | P09471 | multiplexed bead flow cytometry, RGS8-Galphao binding; actives lie on both sides | response (percent of control binding), % at 10 µM | 0.34% of 220,000 active; in the data active = response below about 60% or above about 140%; inactive = in between;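 note: Galphao activated as the GDP aluminium fluoride complex binding bead-coupled RGS8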
Target sequence (P09471 whole entry, looked up): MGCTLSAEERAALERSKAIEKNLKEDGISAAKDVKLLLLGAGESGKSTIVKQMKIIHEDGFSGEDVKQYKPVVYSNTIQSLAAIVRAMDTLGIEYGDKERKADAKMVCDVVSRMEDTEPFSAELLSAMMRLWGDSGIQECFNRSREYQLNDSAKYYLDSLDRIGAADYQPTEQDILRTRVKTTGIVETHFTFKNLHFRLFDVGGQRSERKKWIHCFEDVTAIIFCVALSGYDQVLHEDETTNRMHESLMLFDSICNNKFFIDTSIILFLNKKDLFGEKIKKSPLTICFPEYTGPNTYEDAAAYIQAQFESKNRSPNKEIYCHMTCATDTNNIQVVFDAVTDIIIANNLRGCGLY
Pf gamet viab: P. falciparum stage V gametocyte viability inhibition. P. falciparum stage V gametocytes, ATP luminescence, 24 h. inhibition, % at 10.9 µM. 0.065% of 150,000 active. AID 743093;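 active = inhibition above the mean plus 3 SD of compounds within the control limits, set per campaign, cut at about 38% in these data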;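 note: 0% = DMSO wells and 100% = medium only without gametocytes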
Rab7 wt GTP bind: alters GTP binding to wildtype dog Rab7; GTP binding activity (percent of control), % at 10 µM; 0.055% of 190,000 active; GST-Rab7 beads, fluorescent GTP binding, flow cytometry; actives lie on both sides; untreated = 100%, excess cold GTP = 0%;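 active = fluorescent GTP binding to Rab7 beads changed by at least 20 points from the 100% baseline, either direction, mostly lower; inconclusive = compound itself probably fluorescent, or too few beads counted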;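 note: median green fluorescence of bound Bodipy-FL-GTP per Rab7 bead population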
Bim-Mcl-1: inhibitors of Bim-Mcl-1 interaction, human; Q07820; Bead-based flow cytometry, Bim peptide-Mcl-1 binding; inhibition, % at 10 µM; 0.1% of 190,000 active; in the data active = inhibition above about 40%;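 note: 0% = no compound tracer wells and 100% = peptide blocker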
Cdc42 wt GTP: modulators (inhibitors or activators) of GTP binding to human Cdc42 wildtype; percent activity (GTP binding), % at 10 µM; GST-Cdc42 beads, Bodipy-GTP binding, flow cytometry; actives lie on both sides; AID 761; P60953; 0.2% of 190,000 active;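 active = percent activity GTP binding at least 20 points away from the 100% baseline, either down as inhibitor or up as activator; inconclusive = compound flagged as likely green fluorescent from well-wide comparison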;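 note: median bead fluorescence of bound Bodipy-FL-GTP at 100 nM; 0% = excess unlabeled GTP control and 100% = no compound control; below 100% means less GTP binding so inhibitor and above means activator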
Mcl1-Noxa inh: Mcl-1/Noxa interaction inhibition; Q07820; TR-FRET Mcl-1/Noxa peptide binding, 2 h; inhibition, % at 21.7 µM; 1.5% of 220,000 active; AID 1022;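 active = compounds that cut the protein-peptide binding signal by more than 50% relative to plate controls in a single-dose test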;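 note: His-tagged Mcl-1 with rhodamine Noxa BH3 peptide and terbium anti-His antibody; 0% = Mcl-1 plus Noxa peptide wells and 100% = peptide-only wells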
Numbers without * were called inactive; ? = inconclusive; . = not tested or not shown.

SMILES | Mcl1-Bid inh | Rab2 wt GTP | Rac1 wt GTP bind | Rac1 act GTP bind | HRas wt GTP bind | RGS8-Gao | Pf gamet viab | Rab7 wt GTP bind | Bim-Mcl-1 | Cdc42 wt GTP | Mcl1-Noxa inh
Cc1ccc(C(=O)N/N=c2\sc3ccccc3n2C)cc1 | -58 | 100 | 104 | 103 | 102 | 103 | 5 | 99 | -2 | 102 | 6
CCc1ccc2oc(-c3cccc(NC(=O)c4cccnc4)c3)nc2c1 | 16 | 98 | 102 | 98 | 97 | 101 | . | 101 | 0 | 97 | 12
COc1ccc(CCN(C(=O)c2ccccc2)C2=CC3CCC(C2)N3C)cc1OC (stereo not given) | -7 | 99 | 101 | 100 | 97 | 96 | . | 97 | -3 | 96 | 8
CCOC(=O)c1ccc(NC(=O)CN(C)S(=O)(=O)c2ccc(Br)s2)cc1 | 18 | 96 | 102 | 97 | 100 | 104 | 8 | 102 | 0 | 102 | 15
Cc1nc2ccc(CCO)cc2s1 | -12 | 92 | 104 | 95 | 101 | 104 | 2 | 99 | 1 | 100 | 2
CSc1ncnc2sc(C)c(C)c12 | -19 | 100 | 97 | 93 | 100 | 102 | -21 | 106 | -1 | 97 | -6
O=C(NCCN1CCOCC1)[C@H](Cc1ccccc1)N1C(=O)c2ccccc2C1=O | -20 | 100 | 108 | 101 | 102 | 103 | 11 | 102 | 0 | 104 | 12
CCOC(=O)C1CCCN(c2c(Nc3cccc(C)c3)c(=O)c2=O)C1 (stereo not given) | -28 | 102 | 104 | 98 | 102 | 105 | . | 102 | 0 | 103 | 3
O=[N+]([O-])c1nn(-c2ccc3c(c2)OCCO3)n(O)c1=NC1CCN(Cc2ccccc2)CC1 | -7 | 92 | 96 | 93 | 94 | 97 | . | 94 | 0 | 97 | 16
CC1=C(C(=O)OCC(C)C)C(c2cccc(F)c2)N2C(=O)C(C)SC2=N1 (stereo not given) | -22 | 100 | 102 | 98 | 101 | 105 | . | 100 | 1 | 101 | -2
c1ccc(Sc2ncnc3c2oc2ccccc23)nc1 | 15 | 102 | 108 | 99 | 100 | 100 | -21 | 103 | 1 | 103 | 16
CCOc1ccc(-c2ccc(SCC(=O)N3CCN(c4ccccc4)CC3)nn2)cc1 | 4 | 97 | 101 | 98 | 98 | 120 | . | 100 | -6 | 100 | -6
Cn1ncc2c(NNC(=O)C3CCCCC3)ncnc21 | -43 | 100 | 101 | 97 | 103 | 104 | -4 | 106 | -4 | 101 | -2
CCC1CCCCN1C(=O)c1cc2cc(Br)ccc2oc1=O (stereo not given) | -10 | 97 | 96 | 98 | 96 | 96 | . | 95 | -1 | 98 | 10
CC1CN(C(=O)c2cccc(COc3ccccc3Cl)c2)CC(C)O1 (stereo not given) | -28 | 91 | 95 | 93 | 93 | 102 | . | 98 | -4 | 99 | -2
O=C(O)CC(C(=O)Nc1ccc(Cl)cc1Cl)C1CCCO1 (stereo not given) | -4 | 99 | 97 | 95 | 97 | 92 | -14 | 106 | 0 | 96 | -3
CC1CCN(CCCCOc2ccc([N+](=O)[O-])cc2)CC1 | 10 | ? | ? | ? | ? | 100 | -22 | ? | -3 | ? | 9
CC1(C)Cc2nc3sc4c(=O)n(CC(=O)NCc5ccccc5)cnc4c3cc2CO1 | -25 | 100 | 97 | 96 | 98 | 94 | 19 | 103 | -2 | 97 | -78
Cc1ccccc1NC(=O)c1ccc(NC(=O)C2CC(=O)OC23CCCCC3)cc1 (stereo not given) | -21 | 87 | 80 | 90 | 86 | 100 | -6 | 103 | 4 | 87 | -2
CCNC(=O)NC(=O)C(C)Sc1nc2ccccc2n1CC(C)C (stereo not given) | -66 | 111 | 107 | 103 | 110 | 104 | . | 105 | -2 | 112 | -7
COc1cc(/C=C/C(=O)OCC(=O)NCc2ccco2)cc(OC)c1OC | -26 | 100 | 105 | 101 | 99 | 102 | -3 | 101 | -2 | 101 | -3
Cc1cccc(NS(=O)(=O)c2ccccc2)n1 | -4 | 98 | 94 | 96 | 98 | 101 | 1 | 96 | 1 | 96 | 18
CCOCCCNC(=S)NNC(=O)CCn1nc(C)c(Br)c1C | -15 | 97 | 97 | 96 | 96 | 109 | . | 98 | -4 | 100 | 4
CC(=O)N1CCN(C(=O)CC2OC(=O)c3ccccc32)CC1 (stereo not given) | 40 | 98 | 100 | 99 | 96 | 104 | 6 | 95 | -2 | 95 | 7
CCCc1nnc(SCC(=O)N2CCCCC2C)n1CCCOC (stereo not given) | -27 | 103 | 105 | 100 | 104 | 98 | 4 | 101 | -1 | 107 | 1
CCOC(=O)c1sc2nc(NC(=O)C3CCCCC3)sc2c1C | -11 | 99 | 102 | 99 | 98 | 97 | . | 99 | -1 | 101 | -11
C/C(=N\OCC(=O)N/N=C/c1ccccc1O)c1cccs1 | -11 | 102 | 106 | 100 | 103 | 100 | . | 101 | 0 | 104 | -4
CC(CN(C)Cc1nc(Cc2cccc(C(F)(F)F)c2)no1)CN1CCCC1 (stereo not given) | -38 | 103 | 106 | 97 | 100 | 99 | 11 | 108 | -1 | 98 | 8
CCOC(=O)CNC(=O)C1Cc2ccccc2CN1S(=O)(=O)c1cccs1 (stereo not given) | -10 | 101 | 101 | 96 | 99 | 103 | -4 | 104 | -2 | 98 | 17
O=C(O)CCN1C(=O)c2ccc(NC(=O)Cc3ccc(Cl)cc3)cc2C1=O | -4 | 99 | 94 | 92 | 99 | 100 | 8 | 106 | 3 | 98 | 12
CC1CN(c2ccccc2)CCN1Cc1nc(Cc2ccccc2)no1 (stereo not given) | -48 | 97 | 95 | 94 | 95 | 104 | 16 | 96 | 1 | 94 | -6
Cc1ccccc1OCC(=O)N/N=C/c1ccco1 | -12 | 106 | 104 | 99 | 104 | 97 | -1 | 107 | -6 | 105 | 2
Cc1ccc(C)n1-c1ncn[nH]1 | -77 | 97 | 99 | 97 | 100 | 101 | . | 100 | -6 | 99 | 7
Cc1csc2nc(CNS(=O)(=O)c3ccc4c(c3)CCCC4)cn12 | -19 | 104 | 106 | 100 | 103 | 101 | . | 100 | 0 | 102 | 9
Cc1nn(C)cc1CNC(=O)C1C2CCC(C2)C1C(=O)O (stereo not given) | -4 | 94 | 100 | 97 | 94 | 102 | -16 | 96 | 1 | 94 | -5
CC(C)N1CC(C(=O)O)CC1=O (stereo not given) | 18 | 98 | 101 | 97 | 99 | 101 | . | 99 | -4 | 98 | 27
CCCc1nc2sc3c(SCC(=O)NCc4ccco4)ncnc3c2c2c1CCC2 | -36 | 97 | 94 | 93 | 98 | 95 | . | 101 | 7 | 97 | -58
COc1ccccc1NC(=O)Oc1ccc(C(C)=O)cc1 | -48 | 100 | 99 | 100 | 101 | 101 | . | 99 | -3 | 100 | -6
COc1ccc(S(=O)(=O)NCCSCc2ccccc2C)cc1Br | -35 | 101 | 100 | 99 | 101 | 96 | -35 | 99 | 2 | 100 | -1
Cc1ccc(C(=O)COC(=O)CNS(=O)(=O)c2ccccc2)cc1[N+](=O)[O-] | -22 | 92 | 92 | 91 | 93 | 98 | 5 | 92 | -1 | 95 | .
Cc1cc(N)n2nc(-c3ccc(C(C)(C)C)cc3)cc2n1 | -16 | 100 | 103 | 101 | 101 | 102 | -15 | 101 | -1 | 103 | -6
CC(=O)c1c(C)c2c(n1CCN(C)C)CCCC2 | -71 | 101 | 107 | 103 | 103 | 99 | 13 | 99 | -2 | 106 | 5
Cc1ccc(CN2CCN(Cc3ccccc3)C(CCO)C2)s1 (stereo not given) | -18 | 99 | 103 | 96 | 100 | 105 | -26 | 99 | 0 | 101 | 11
NS(=O)(=O)c1ccc(NC(=S)N2CCN(S(=O)(=O)c3ccc(F)cc3)CC2)cc1 | -61 | 99 | 102 | 101 | 101 | 95 | -24 | 103 | -3 | 100 | 18
CC(=O)Nc1nc(N2C(=O)c3ccccc3C2=O)n(-c2ccccc2)n1 | -32 | 98 | 109 | 100 | 102 | 103 | . | 99 | -9 | 100 | -45
Cc1ccc([N+](=O)[O-])cc1/C=N/Nc1nnnn1-c1ccccc1 | -25 | 103 | 105 | 101 | 102 | 99 | . | 97 | 33 | 104 | 0
CC(C)NC(=O)COC(=O)/C=C/c1ccc(F)cc1 | -46 | 95 | 103 | 99 | 98 | 104 | -35 | 92 | 1 | 97 | 2
O=C(NCC1CCCO1)c1ccc(Br)o1 (stereo not given) | -14 | 98 | 97 | 96 | 99 | 102 | 5 | 93 | -2 | 100 | -3
CC1=CC(C)(C)Nc2ccc(OC(=O)CN3C(=O)CCC3=O)cc21 | -11 | 103 | 109 | 100 | 102 | 100 | . | 99 | 0 | 105 | -5
COc1ccccc1CC(=O)Nc1cccc(C)n1 | -13 | 98 | 99 | 98 | 97 | 104 | 16 | 97 | -1 | 94 | 13
CC(C)C(=O)Nc1ccc(NC(=O)CCc2ccccc2)cn1 | -2 | 93 | 96 | 94 | 93 | 100 | -22 | 87 | 0 | 96 | 6
CCN(CC)S(=O)(=O)c1ccc(C(=O)Nc2ccc3c(c2)OCCO3)cc1 | -17 | 97 | 95 | 98 | 99 | 104 | . | 99 | 5 | 99 | -6
CCCCOc1ccc(S(N)(=O)=O)cc1 | -10 | 101 | 101 | 100 | 102 | 94 | 12 | 103 | 1 | 101 | -9
COc1ccc2cc(CN(C(=O)Nc3ccccc3OC)C3CCCC3)c(=O)[nH]c2c1 | -22 | 97 | 101 | 97 | 98 | 99 | . | 96 | -1 | 99 | -7
CCCCn1nnc(NC(=O)Cc2ccc(Cl)cc2)n1 | -1 | 100 | 102 | 99 | 99 | 101 | . | 100 | -1 | 99 | -85
Cn1c(CCNC(=O)c2ccccc2F)nnc1SCc1nc2ccccc2c(=O)[nH]1 | 11 | 106 | 106 | 99 | 105 | 97 | -20 | 105 | -4 | 106 | 12
CC1(C)Cc2c(C#N)c(SCC(=O)c3ccccc3)nc(N3CCOCC3)c2CO1 | -7 | 100 | 106 | 101 | 101 | 99 | -7 | 102 | -5 | 100 | 3
Cc1ccc(S(=O)(=O)NN2C(=O)c3ccccc3NC2c2ccccc2O)cc1 (stereo not given) | -23 | 96 | 103 | 97 | 96 | 97 | 1 | 95 | 1 | 98 | 0
CN1C(=O)/C(=C/c2ccccc2OCc2cccc(F)c2)NC1=S | 78* | 97 | 99 | 95 | 98 | 102 | 13 | 100 | -3 | 97 | 5
